Source: PubChem
TbREL1 inh: TbREL1 inhibition, primary screen; 89,000 tested, 0.49% active; inhibition, % at 9.66 µM; TbREL1 RNA ligation, FRET fluorescence; AID 1117264;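 active = inhibition above the mean inhibition across all screened compounds plus 3 SD, cut at about 11% in these data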;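 also: 0% = plate median of test wells and 100% = NSC42067 control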
Target sequence (P86926 whole entry, looked up): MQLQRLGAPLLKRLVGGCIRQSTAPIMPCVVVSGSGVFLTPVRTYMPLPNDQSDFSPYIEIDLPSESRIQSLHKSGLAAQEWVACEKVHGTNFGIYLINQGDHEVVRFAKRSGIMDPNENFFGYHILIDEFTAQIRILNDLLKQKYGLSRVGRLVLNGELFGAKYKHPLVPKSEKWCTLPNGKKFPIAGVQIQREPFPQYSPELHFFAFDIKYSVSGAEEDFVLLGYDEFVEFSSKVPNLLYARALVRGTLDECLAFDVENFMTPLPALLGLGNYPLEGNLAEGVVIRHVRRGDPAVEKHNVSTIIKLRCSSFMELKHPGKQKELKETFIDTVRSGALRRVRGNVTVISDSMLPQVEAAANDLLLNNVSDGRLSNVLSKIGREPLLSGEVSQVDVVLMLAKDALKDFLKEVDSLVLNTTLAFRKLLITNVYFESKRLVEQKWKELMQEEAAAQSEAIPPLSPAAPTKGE
* marks the source's active call; other numbers are inactive results. These rows are one share of the data; count on the stated rates, not on these rows.

SMILES	TbREL1 inh
CCC(C)c1ccc(NC(=O)COC(=O)C2=COCCO2)cc1 (configuration not stated)	-3.0
O=C(CN1C(=O)NC2(CCCC2)C1=O)Nc1cc(S(=O)(=O)N2CCOCC2)ccc1OCC(F)(F)F	-3.7
Cc1ccc(N2CC(NC(=O)C(=O)c3c[nH]c4ccccc34)CC2=O)cc1C (configuration not stated)	8.3
Cc1cccc(NC(=O)c2ccccc2C(=O)O)c1	8.4
O=C1CC(Sc2ccc(Cl)cc2)C(=O)N1c1ccc2c(c1)OCCO2 (configuration not stated)	2.1
CN(C)CCNC(=O)c1onc(CSc2nc3ccccc3[nH]2)c1C(=O)NCCN(C)C	-0.4
CC1CCCCN1C(=O)CSc1nnc(-c2cccs2)o1 (configuration not stated)	-0.3
O=C(O)c1cccc2c1C(=O)c1ccc(N3CCCCC3)cc1S2(=O)=O	-0.6
CCN(CC(=O)Nc1ccc(OC)cc1)C(=O)c1ccc(=O)n(Cc2ccccc2)n1	-2.5
Cc1cc(/C=N\O)c(C)n1-c1ccncc1	-3.3
COc1cc(/C=C/C(=O)O)cc(S(=O)(=O)N(C)CCO)c1OC	3.7
OCCN(CCO)c1ccc2ccccc2c1	-5.8
CCC(C)n1c(=N)c(C#N)cc2c(=O)n3cccc(C)c3nc21 (configuration not stated)	2.0
O=c1cc(-c2ccccc2)nc2nc(-c3ccco3)[nH]n12	2.7
O=S(=O)(c1cccc(-c2n[nH]c(=S)n2Cc2ccccc2)c1)N1CCOCC1	-1.8
Cc1c(C(=O)N(C)CCOc2ccccc2)oc2c(Cl)cccc12	1.2
COc1cc(C(=O)N2CCC2(C)C(=O)O)cc(OC)c1OC (configuration not stated)	-0.1
NC(=O)C1CCN(C(=O)NC2CC(=O)N(c3ccc4c(c3)OCCO4)C2)CC1 (configuration not stated)	-0.1
COc1ccc(NC(=O)CN(C)CC(=O)NC2CCC(C)CC2)cc1 (configuration not stated)	1.2
O=C(N/N=C/C=C\c1ccccc1[N+](=O)[O-])c1cccnc1	-4.2
CCOc1cc(NC(=S)NCc2ccco2)c(OCC)cc1NC(=O)C1CC1	-1.0
O=C(/C=C/Nc1nccs1)C(F)(F)Cl	-0.2
COc1ccc(CCn2c(=N)c(C(=O)NCc3ccco3)cc3c(=O)n4ccccc4nc32)cc1OC	1.8
COc1ccc(S(=O)(=O)Nc2ccc3c(c2)C(=O)N([C@H](C)CO)C[C@H](C)[C@@H](CN(C)C(=O)Nc2ccc(C(F)(F)F)cc2)O3)cc1	-0.6
COc1ccc(CCN2C(=O)CC(Cc3ccccc3)C2=O)cc1OC (configuration not stated)	3.9
CC(C)CNC(=S)NNC(=O)c1ccc2c(c1)OCO2	-0.2
CCCN(CC(=O)c1cc(C)n(C)c1C)S(=O)(=O)c1cccc(C(F)(F)F)c1	-2.8
O=C(/C=C/c1ccc(OCCCF)cc1)NCc1ccc(Cl)c(Cl)c1	0.2
CN(c1ccc(C(=O)NCCSCc2c(F)cccc2Cl)cc1)S(C)(=O)=O	-3.0
CC(C)(C)C(=O)CSc1ccc(S(=O)(=O)N2CCCC2)cn1	-1.6
CN(C)c1ccc(N=Nc2cccc(F)c2)cc1	-0.4
O=C(CCNS(=O)(=O)c1ccc(Cl)cc1)N1CCOCC1	-0.5
C[C@@H]1CN([C@H](C)CO)C(=O)c2cc(Br)cnc2O[C@@H]1CN(C)C(=O)Nc1ccccc1	6.0
COc1cccc(Nc2nc(C(N)COCc3ccccc3)cs2)n1 (configuration not stated)	7.5
CCOC(=O)C1CCCN(C2=NC(=O)/C(=C/c3ccc(OC)c(OC)c3)S2)C1 (configuration not stated)	-2.1
COc1ccccc1/C=C/C(=O)OCC(=O)N1c2ccccc2CC1C (configuration not stated)	1.0
CCC(C)NC(=O)CN1C(=O)c2cccc3cccc1c23 (configuration not stated)	-0.5
C=CCn1c(SCC(=O)NCc2ccco2)nc2sc3c(c2c1=O)CCCC3	-3.3
COc1cccc(CNc2nc3cc(-c4cccc(C(F)(F)F)c4)sc3c(=O)n2C)c1OC	2.7
C[C@H]1C(=O)N2[C@@H](C[C@]3(c4c[nH]c5ccccc45)c4ccccc4N(S(=O)(=O)c4ccccc4)[C@H]23)C(=O)N1C	10.1
COc1ccc(N2C(=S)NC3c4cc(Cl)ccc4OC2(C)C3C(=O)N(C)C)cc1 (configuration not stated)	-9.4
CN1CCN([C@H]2CS(=O)(=O)N[C@@H]2COCc2ccccc2)CC1	1.2
COc1ccc(C(=O)NCCc2nnc3ccc(SCC(=O)N4CCCCC4)nn23)cc1	3.1
Cc1ccc(-n2c(SCC(N)=O)nnc2-c2ccccn2)cc1C	7.0
CS(=O)(=O)c1cccc(C(=O)OCC(=O)Nc2ccc3c(c2)OCO3)c1	0.1
CCOC(=O)N1CCN(C(=O)N2CCOCC2)CC1	2.9
Cc1ccc(C)c(NC(=S)NCCN(C2CCCCC2)C2CCCC2)c1	-2.2
CC(=O)c1ccc(NC(=O)CSc2nc3nc(C)cc(C)n3n2)cc1	-0.9
CCOC(=O)c1ccc(NC(=O)c2nc[nH]c2C(=O)NC2CCN(C(=O)OC(C)(C)C)CC2)cc1	0.8
C=CCOc1ccccc1/C=N/NC(=O)c1ccc(Cl)cc1Cl	-1.3
CNC(=S)N/N=C/c1c(C(=O)OC)cnn1-c1ccc(F)cc1F	3.5
COc1cccc(-c2cc(C(=O)NC3CCCC3)no2)c1	-0.2
Cc1ccc(C(=O)O)cc1S(=O)(=O)NCC1CCCO1 (configuration not stated)	1.7
COC(=O)c1ccc(NC(=O)C2CCCCC2C(=O)O)cc1 (configuration not stated)	-0.5
CCn1c(/C=C/c2ccccc2[N+](=O)[O-])nc2ccccc2c1=O	-0.6
COc1ccccc1N1CCN(C(c2cccs2)C(C)NC(=O)C(=O)N2CCOCC2)CC1 (configuration not stated)	-0.1
CC1CCCC(NC(=O)COC(=O)c2ccccc2NC(=O)c2ccco2)C1C (configuration not stated)	0.3
O=C(COC(=O)c1cc(=O)[nH]c(=O)[nH]1)Nc1cccc(Cl)c1	3.1
O=c1cc(-c2cccc(Br)c2)nc(-c2ccccc2F)o1	-0.9
Cc1c2c(nc3ccccc13)CCC(C(C)(C)C)C2 (configuration not stated)	1.5
Next results follow.
SMILES	TbREL1 inh
CCCCn1c(N)c(N(CCOC)C(=O)c2ccc(-c3ccc([N+](=O)[O-])cc3)o2)c(=O)[nH]c1=O	2.3
CC(C)CNC(=O)NC(=O)COC(=O)c1cccc(NS(=O)(=O)c2ccc(F)c(F)c2)c1	-2.0
Cc1cc(C)n(-c2nc(-n3nc(C)cc3C)c3c4c(sc3n2)COC(C)(C)C4)n1	-3.0
CONC(=O)c1cc(OCC(F)(F)F)ccc1OCC(F)(F)F	-0.1
CCCC[C@@H]1C=C(C(=O)O)[C@H](c2ccc(C#N)cc2)N1S(=O)(=O)c1ccc(C)cc1	0.4
O=C(OCCc1cc2ccccc2c(=O)o1)c1ccc2c(c1)OCO2	0.7
CCOC(=O)C1=C(CNCCc2ccc(Cl)cc2)NC(=O)NC1c1ccc2c(c1)OCO2 (configuration not stated)	-5.1
Cc1cc(C)cc(C(O)c2ncc(-c3ccccc3Cl)[nH]2)c1 (configuration not stated)	2.2
COc1ccc(CC(=O)NC2CCSc3ccccc32)cc1OC (configuration not stated)	-1.8
Cc1cc(C)[n+](C)n1CC(O)Cn1c2ccccc2c2ccccc21 (configuration not stated)	2.5
NS(=O)(=O)c1ccc(CCNC(=O)C(=O)c2cn(CC(=O)N3CCOCC3)c3ccccc23)cc1	-1.4
Cc1ccc(Cl)cc1N1CCN(C(=O)C2CCN(S(=O)(=O)c3cccnc3)CC2)CC1	4.2
OCC[C@@H]1C[C@H](O)[C@@H](O)[C@@]2(OCc3ccc4ccccc4c32)O1	-2.6
CC1CCCC(NS(=O)(=O)c2cc3c(cc2Cl)NC(=O)CO3)C1C (configuration not stated)	-1.3
CCCN(CCC)CCNc1c(NC2CCN(C(=O)OCC)CC2)c(=O)c1=O	-0.4
O=C(Nc1cccc(Cl)c1)Nc1nnc([C@@H]2C[C@H](O)[C@@H](CO)O2)s1	1.4
N=c1c2c(ccn1CCCc1ccccc1)Oc1ccc3ccccc3c1C2c1ccccc1 (configuration not stated)	5.7
CCN(CC)CC#CCC(O)(c1ccccc1)c1ccc(Br)cc1 (configuration not stated)	-1.3
CCCCN(C(=O)Cc1cccc(F)c1)c1c(N)n(CCC)c(=O)[nH]c1=O	-2.6
Cc1ccc(NC(=O)c2ccncc2)cc1[N+](=O)[O-]	-0.2
O=C(Nc1ccccc1)c1ccccc1NC(=O)C1CCCCC1	-2.9
CCOc1ccc(NC(=O)CNC(=O)c2cn(-c3ccccc3OC)c(=O)c3ccccc23)cc1	-0.2
COc1ccc(/C=C/C(=O)c2ccc(Cl)s2)cc1O	-0.3
CCCNC(=O)CSc1nc2ccccc2c(=O)n1CCC	5.5
O=C(C1CC1)N1CCc2cc(Br)cc(S(=O)(=O)NCCN3CCOCC3)c21	0.6
CC(C)C(c1nnnn1CCc1ccccc1)N1CCN(C(=O)c2ccco2)CC1 (configuration not stated)	-3.3
CN(Cc1ccccc1)C(=O)c1[nH]cnc1C(=O)N[C@@H](Cc1ccccc1)C(=O)OC(C)(C)C	5.3
Cc1ccc(NS(=O)(=O)c2c(C)noc2C)cc1	0.7
O=C(COC(=O)CCC(=O)c1cccs1)Nc1ccc(S(=O)(=O)N2CCOCC2)cc1	-4.5
Nn1c(SCc2nc3ccccc3[nH]2)nnc1-c1ccccc1	0.3

Five compounds drawn at random from the list so far:
SMILES	TbREL1 inh
CCN(CC)CC#CCC(O)(c1ccccc1)c1ccc(Br)cc1 (configuration not stated)	-1.3
O=C(Nc1ccccc1)c1ccccc1NC(=O)C1CCCCC1	-2.9
CCCCN(C(=O)Cc1cccc(F)c1)c1c(N)n(CCC)c(=O)[nH]c1=O	-2.6
CCCNC(=O)CSc1nc2ccccc2c(=O)n1CCC	5.5
Cc1ccc(NC(=O)c2ccncc2)cc1[N+](=O)[O-]	-0.2

Other results.
SMILES	TbREL1 inh
O=C(NCc1ccc2c(c1)OCO2)C1CCN(S(=O)(=O)N2CCCCC2)CC1	-3.2
CCN(CC)C(=O)c1ccc(C)c(Br)c1	-1.8
O=C(Nc1ccc2oc(=O)ccc2c1)c1ccc(-c2ccccc2[N+](=O)[O-])o1	4.4
COc1ccc(Br)cc1-c1noc(-c2ccccc2)n1	1.4
O=C(Cc1cccc(NC(=O)C2CCN(C(=O)C3CCCCC3)CC2)c1)Nc1cccc(C(=O)N2CCCC2)c1	-2.4
CC1(c2nc3ccccc3[nH]2)CCC2=Nc3ccccc3CN21 (configuration not stated)	4.8
O=C(c1ccc(-n2c(SCc3cccc(F)c3)nc3ccccc3c2=O)cc1)N1CCOCC1	-0.7
COc1cc(OC)cc(C(=O)NC(C(=O)Nc2ccc3nc(C)sc3c2)C(C)C)c1 (configuration not stated)	-4.9
O=C(c1ccco1)N1CCN(C/C=C/c2ccccc2)CC1	1.3
COc1cccc(-n2nnc3c(=O)n(Cc4cccc(C)c4)cnc32)c1	1.2
Cc1ccc(S(=O)(=O)N(CC(=O)N2CCOCC2)c2ccccc2F)cc1	-1.2
CC1(C)N=C(c2cccs2)C(C)(C)N1O	0.7
COc1ccc2oc(-c3ccccc3)c(C(N)=O)c2c1	-4.0
COc1ccc(CCN2C(=O)C(Oc3ccccc3)C2c2ccc3c(c2)OCO3)cc1 (configuration not stated)	4.0
Cc1ccc(S(=O)(=O)N(C)C[C@@H]2OCCCC[C@H](C)Oc3ccc(NC(=O)Nc4ccc(F)cc4)cc3C(=O)N([C@H](C)CO)C[C@H]2C)cc1	1.0
CNC(=O)c1c(NC(=O)CCS(=O)(=O)c2ccccc2)sc(C)c1C	-0.6
CC(C)(C)c1ccc(/C=N/NC(=O)CN2CCS(=O)(=O)CC2)cc1	2.1
O=C1c2ccccc2C(=O)N1CCc1csc(-c2ccccc2)n1	-0.3
CS(=O)(=O)NC1c2cccc3cccc(c23)C1Sc1nncn1/N=C/c1ccco1 (configuration not stated)	-2.1
O=C(Cn1cc2c(n1)CCCCC2)Nc1ccc(F)cc1F	-1.9
CCCCn1c(N)c(N(CCOC)C(=O)CCCn2c(=O)oc3ccccc32)c(=O)[nH]c1=O	5.0
Cc1c(Cl)cccc1-n1c(SCC(=O)N2CCC(C(=O)O)CC2)nnc1-c1ccncc1	8.2
Cn1c(-c2ccc3c(c2)OCO3)cnc1NCc1ccc(Cl)cc1	2.2
CCOC(=O)c1[nH]c(C)c(C(=O)NC2CCCC2)c1C	3.5
O=C(Nc1ccc(S(=O)(=O)N2CCc3ccccc32)cc1)c1ccc2c(c1)OCO2	2.1
NS(=O)(=O)c1ccc(CNC(=S)Nc2cc(S(=O)(=O)N3CCOCC3)ccc2Cl)cc1	5.2
CCCOc1ccc(-c2nnn(CC(=O)OCC)n2)cc1	-0.8
O=C(CCS(=O)(=O)c1cccc2nsnc12)NC1CCCCC1	0.4
O=C(Nc1ncccc1O)c1ccc(OCC2CCCO2)cc1 (configuration not stated)	-5.3
O=C1CN(C(=O)CNC(=O)c2ccc(Cl)cc2Cl)CCN1	-1.2

A different layout for 4 compounds above:
> CNC(=O)c1c(NC(=O)CCS(=O)(=O)c2ccccc2)sc(C)c1C
  TbREL1 inh: -0.6

> CC(C)(C)c1ccc(/C=N/NC(=O)CN2CCS(=O)(=O)CC2)cc1
  TbREL1 inh: 2.1

> O=C1c2ccccc2C(=O)N1CCc1csc(-c2ccccc2)n1
  TbREL1 inh: -0.3

> CS(=O)(=O)NC1c2cccc3cccc(c23)C1Sc1nncn1/N=C/c1ccco1 (configuration not stated)
  TbREL1 inh: -2.1

Continued.
SMILES	TbREL1 inh
Cc1occc1C(=O)Nc1cc(C(C)(C)C)on1	-2.6
Cn1c(=O)c2nc(Cl)c(-c3ccccc3)nc2n(C)c1=O	-0.9
Cc1ccccc1C(=O)N[C@H](C(=O)Nc1ccc(Cl)c(Cl)c1)C(C)C	1.7
NC1(C(=O)O)CCCCC1c1ccccc1 (configuration not stated)	-0.8
COc1cccc(CC(=O)OC(C)C(=O)Nc2ccc(N3CCOCC3)cc2)c1 (configuration not stated)	-4.2
CN(Cc1ccccc1)C(=O)c1cc(=O)[nH]c2ccccc12	-0.6
Fc1ccc(-c2nc3ccc(Br)cn3c2Cc2cccc(Cl)c2)cc1	6.8
